Spn PMK inh – S. pneumoniae PMK inhibition; purified PMK, PK/LDH-coupled NADH absorbance 340 nm; inhibition, % at 10 µM; 65,000 compounds, 0.49% hits; AID 539;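 active = top-ranked compounds by inhibition in the single 10 µM screen, taking a fixed number of the strongest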;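 also: 0% = full reaction with DMSO carrier and 100% = background rate without enzyme reaction; no value below 0 was filed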
HT1080 cytotoxicity – HT1080 cell viability loss – fluorescence readout (AID 620); HT1080 viability, fluorescence; higher % means a stronger effect; cytotoxicity, % at 10 µM, or EC50 in µM where a hit was titrated; 87,000 compounds, 0.42% hits;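 also: cells exposed to compound overnight then 4 h with Alamar Blue; 0% = vehicle DMSO and 100% = killing control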
TNAP inhibition – inhibition of tissue-nonspecific alkaline phosphatase – biochemical, luminescent (AID 518). purified TNAP enzyme, luminescent substrate readout; higher % means a stronger effect. inhibition, % at 20 µM; hits with a dose series show IC50 in µM. 64,000 compounds, 0.09% hits; in the data active = a potency from the dose series; inactive = the rest, 99 in 100 with inhibition below about 22%;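 also: plate controls were vehicle for no effect and reference inhibitor for full effect; many of its hits are not listed in these tables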
DPM-DC inhibit – blocks S. pneumoniae diphosphomevalonate decarboxylase; purified DPM-DC, PK/LDH coupled NADH fluorescence; calls only at 10 µM; 65,000 compounds, 0.49% hits; AID 556;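 active = the 320 compounds with the highest percent inhibition in the single-dose primary screen, excluding strongly autofluorescent ones, cut at about 32% in these data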;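 also: kinetic rate of NADH fluorescence loss reporting ADP formed by the decarboxylase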
HPDE-C7 cytotoxicity – cytotoxicity in HPDE-C7 cells, cell-based, fluorescence, HTS (AID 430). HPDE-C7 pancreatic duct cells viability, fluorescence; higher % means a stronger effect. 63,000 compounds, 1.8% hits. cytotoxicity, % at 10 µM, or EC50 in µM where a hit was titrated;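 also: cells exposed to compound for 48 hours before viability readout; 0% = vehicle and 100% = reference cytotoxic drug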
LYP phosphatase – LYP phosphatase inhibitors, primary screen, biochemical, DiFMUP fluorescence, recombinant catalytic domain, 10 µM (AID 606). recombinant LYP catalytic domain, DiFMUP fluorescence; higher % means a stronger effect. inhibition, % at 10 µM, or IC50 in µM where a hit was titrated. 52,000 tested, under 10 active;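 active = IC50 under 40 µM in the dose-response test; inactive = IC50 of 40 µM or more, or never dose-tested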
Bfl-1 displacement – displacement of Bid BH3 peptide from Bfl-1 – biochemical, fluorescence polarization, FITC-Bid, mouse, primary screen (AID 432); displacement, % at 20 µM; hits with a dose series show IC50 in µM; 64,000 compounds, 0.02% hits; FITC-Bid BH3 peptide fluorescence polarization displacement; higher % means a stronger effect; in the data active = a potency from the dose series; inactive = the rest, 99 in 100 with displacement below about 15%; also: strong numbers were not always called active
HPDE-C7K KRASV12 – cytotoxicity in KRAS-transformed pancreatic duct cells, primary screen, cell-based, fluorescence, HTS (AID 431); HPDE-C7K KRASV12 cells, Alamar Blue viability, 48 h; higher % means a stronger effect; cytotoxicity, % at 10 µM, or EC50 in µM where a hit was titrated; 63,000 compounds, 1.7% hits;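 active = compounds whose percent cytotoxicity in the single-dose primary screen, scaled between solvent and toxic-drug controls, exceeds 50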;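 also: 0% = DMSO solvent wells and 100% = doxorubicin-treated wells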
MK inhibit – inhibitors of Streptococcus pneumoniae mevalonate kinase; inhibition, % at 10 µM; 65,000 compounds, 0.48% hits; purified MK, PK/LDH-coupled NADH absorbance 340 nm;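 active = ranked among the strongest by inhibition in the single 10 µM screen, a fixed top-ranked set picked for dose follow-up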; also: no value below 0 was filed
Spn PMK inh pilot replicates – recorded beside Spn PMK inh, whose call it bears; inhibition, %; measured here: pilot screen replicates
MK inhibit pilot replicates – recorded beside MK inhibit, whose call it bears; inhibition, %; measured here: pilot screen replicates
DPM-DC inhibit pilot screen % – further read-out of DPM-DC inhibit, marked with its call; inhibition, %; measured here: pilot screen trials
* = called active by the depositor; i = inactive; / = not tested or not shown. Rule as the data show it, unless noted: active = cytotoxicity above about 50%; inactive = the rest. Compounds were not picked by outcome; any-hit rate near 3.6%.

SMILES	Spn PMK inh	Spn PMK inh pilot replicates	HT1080 cytotoxicity	TNAP inhibition	DPM-DC inhibit	DPM-DC inhibit pilot screen %	HPDE-C7 cytotoxicity	LYP phosphatase	Bfl-1 displacement	HPDE-C7K KRASV12	MK inhibit	MK inhibit pilot replicates
Cc1ccc2[nH]c(=O)c(C(c3nnnn3CC3CCCO3)N3CCCc4ccccc43)cc2c1 (stereo unspecified)	3.0	/	2.8%	4.3%	i	/	11.1%	4.4%	-1.0%	17.3%	6.0	/
CS(=O)(=O)N(CC(=O)NCc1ccccn1)c1ccc2c(c1)OCCO2	2.0	0.0	9.7%	8.4%	i	0.0	1.5%	9.2%	-0.8%	-6.6%	9.0	0.0
O=S(=O)(c1cccs1)N1CCN(c2ncccn2)CC1	7.0	/	2.2%	7.0%	i	/	2.9%	2.8%	2.3%	2.7%	18.0	/
Cc1ccc(-n2c(C)cc(C(=O)CSc3nnnn3C)c2C)cc1	14.0	/	17.0%	4.6%	i	/	8.4%	/	-0.8%	-0.3%	7.0	/
CCCSc1nnc(N2C(=O)CC(c3ccsc3)C3=C2CCCC3=O)s1 (stereo unspecified)	8.0	1.5	-4.9%	21.4%	i	0.0	1.8%	-5.2%	-6.1%	7.5%	6.0	0.0
COc1ccc(OC)c(C2C(C#N)=C(N)Oc3c2c(C)nn3-c2ccc(C)cc2)c1 (stereo unspecified)	7.0	/	/	2.8%	i	/	-4.9%	7.0%	6.8%	4.2%	4.0	/
Cc1cccc2c(=O)oc(-c3ccc4c(c3)C(=O)N(CC3CCCO3)C4=O)nc12 (stereo unspecified)	8.0	0.0	4.8%	3.6%	i	5.5	-23.4%	-5.7%	-5.3%	-27.4%	9.0	0.5
O=C(NC(Cc1ccccc1)C(=O)NCc1ccccn1)c1ccco1 (stereo unspecified)	2.0	/	-1.4%	4.8%	i	/	-7.9%	10.3%	-6.9%	0.3%	0.0	/
Cc1ccc(CCNC(=O)CCNS(=O)(=O)c2ccc3c(c2)c(=O)n(C)c(=O)n3C)cc1	16.0	/	4.5%	0.1%	i	/	-20.6%	8.3%	-0.6%	-19.5%	5.0	/
CCCCn1c(Cl)nc2c1c(=O)n(C)c(=O)n2C	15.0	/	-14.9%	13.4%	i	/	10.8%	16.1%	3.3%	-3.6%	40.0*	/
O=C(CCCCn1c(=O)c2ccccc2n(Cc2ccc(Cl)cc2)c1=O)NCc1ccco1	16.0	3.5	-0.3%	25.9%	i	3.0	-11.9%	/	-10.3%	-7.4%	4.0	2.0
COc1ccc(OC)c(C2C(C(=O)N(C)C)=C(C)Nc3nc4ccccc4n32)c1 (stereo unspecified)	6.0	/	0.8%	8.3%	i	/	-1.2%	/	3.4%	-11.5%	9.0	/
COc1ccc(Br)cc1-c1nc(C)c(C(C)=O)n1O	2.0	/	-6.5%	-1.8%	i	/	7.6%	7.2%	0.1%	9.6%	6.0	/
O=S(=O)(c1cccc2cccnc12)N1CCOCC1	0.0	/	8.4%	1.6%	i	/	-9.1%	/	-8.5%	-8.5%	0.0	/
COC(=O)c1c(-c2ccncc2)csc1NC(=O)c1ccoc1C	0.0	/	-5.3%	13.0%	i	/	-5.7%	13.3%	-2.0%	-7.2%	5.0	/
Oc1ccc(Cl)cc1-c1cc(-c2ccccc2)n[nH]1	9.0	0.0	6.7%	19.9%	i	0.0	44.0%	6.1%	-12.6%	43.9%	9.0	1.5
CCC(=O)Nc1nc2ccccc2n1CCN(CC)CC	9.0	/	4.4%	2.4%	i	/	7.3%	-11.3%	4.7%	-15.5%	9.0	/
Cc1nc(N2CCOCC2)[nH]c(=O)c1CCC(C)C	5.0	1.5	-1.6%	0.9%	i	0.0	-19.2%	11.6%	7.3%	-13.3%	6.0	3.0
COC(=O)c1cn(CC(=O)NCc2ccco2)c2ccccc12	0.0	/	10.1%	9.4%	i	/	-13.6%	/	-1.2%	-3.1%	3.0	/
CCOC(=O)Nc1cc(C(=O)OCC)c(C)nc1C	0.0	/	10.8%	1.9%	i	/	3.9%	8.3%	-1.8%	-2.0%	4.0	/
COc1ccc(CN(C(=O)c2cccs2)c2nccs2)cc1OC	16.0	0.5	-5.8%	10.6%	i	0.0	3.0%	-1.0%	-6.0%	8.2%	7.0	0.0
CC(C)CC(=O)Nc1cccc(-c2nc3ccccc3o2)c1	2.0	/	-6.9%	8.4%	i	/	-10.2%	0.9%	-1.8%	3.0%	6.0	/
CCOc1cc(C2NC(=O)NC(O)(C(F)(F)F)C2C(=O)c2ccc(Cl)cc2)ccc1O (stereo unspecified)	23.0	/	-0.7%	5.6%	i	/	8.3%	7.8%	0.2%	14.2%	5.0	/
O=C(CSC1CCCCC1)Nc1nccs1	16.0	/	11.2%	2.4%	i	/	-6.5%	-5.3%	-4.0%	-16.1%	0.0	/
CN(c1ccc(OCc2nnc(-c3ccccc3)o2)cc1)S(=O)(=O)c1ccccc1	15.0	0.5	7.0%	8.1%	i	0.0	19.0%	1.2%	0.9%	22.7%	1.0	0.0

The list continues.
SMILES	Spn PMK inh	Spn PMK inh pilot replicates	HT1080 cytotoxicity	TNAP inhibition	DPM-DC inhibit	DPM-DC inhibit pilot screen %	HPDE-C7 cytotoxicity	LYP phosphatase	Bfl-1 displacement	HPDE-C7K KRASV12	MK inhibit	MK inhibit pilot replicates
CCn1c(SCC(=O)Nc2nc(-c3ccc(C)cc3)cs2)nnc1-c1ccccc1O	8.0	/	27.7%	1.9%	i	/	43.7%	2.7%	-2.5%	46.4%	1.0	/
COCCCNC(=O)c1ccc(N(C)S(C)(=O)=O)cc1	10.0	/	1.6%	1.8%	i	/	-16.1%	15.3%	0.8%	-12.7%	6.0	/
N#Cc1cc2c([nH]c1=S)CCCCCC2	0.0	/	5.4%	17.3%	i	/	-8.3%	/	-14.1%	4.1%	11.0	/
CC(C)CC(=O)Nc1ccc2oc(-c3ccncc3)nc2c1	16.0	/	0.3%	12.6%	/	/	4.5%	8.6%	0.5%	5.7%	6.0	/
COc1ccc(-n2nc(C(=O)N3CCCCC3)c3ccccc3c2=O)cc1	11.0	/	-1.8%	12.6%	i	/	1.2%	11.9%	-5.1%	-6.8%	0.0	/
COc1ccc2cc(C(=O)NCc3ccco3)c(=O)oc2c1	5.0	/	3.8%	10.2%	/	/	2.8%	8.9%	4.1%	-3.2%	15.0	/
Cc1csc(NC(=O)c2ccco2)n1	2.0	0.5	6.1%	10.1%	i	0.0	-14.7%	15.4%	-7.3%	18.7%	10.0	0.0
COc1cccc(OCC(O)CN2CCC(Cc3ccccc3)CC2)c1 (stereo unspecified)	11.0	/	-1.4%	2.5%	i	/	6.6%	-10.3%	-1.6%	5.4%	0.0	/
CN(Cc1ccc(-n2cccn2)cc1)C(=O)c1cnn2c1NC(c1ccco1)CC2C(F)(F)F (stereo unspecified)	5.0	0.0	-7.2%	8.0%	i	0.0	4.2%	2.2%	4.3%	-3.2%	2.0	0.0
CC(=O)N1CCc2cc(NS(=O)(=O)c3cccs3)ccc21	16.0	/	-0.9%	7.0%	i	/	-6.0%	16.5%	4.4%	3.8%	0.0	/
CC(C)OC(=O)C(NC(=O)c1ccccc1)=C1CCCCC1	3.0	/	2.1%	7.1%	i	/	4.2%	2.3%	-5.1%	4.6%	7.0	/
CCOC(=O)C1CCCN(C(=O)c2cc3ncc(Br)cn3n2)C1 (stereo unspecified)	4.0	/	-3.2%	1.8%	i	/	-14.0%	-4.5%	0.4%	-13.1%	5.0	/
CCCC1(C(=O)OCC)NC(c2ccc(N(C)C)cc2)C2C(=O)N(c3ccc(F)cc3)C(=O)C21 (stereo unspecified)	6.0	6.0	-0.2%	16.4%	i	5.5	7.3%	-2.3%	-0.7%	16.7%	0.0	2.5
CC1(C)CC(=O)C2=C(C1)Nc1ccccc1NC2c1ccccn1 (stereo unspecified)	16.0	/	-1.3%	5.6%	i	/	-9.6%	/	0.5%	-20.0%	6.0	/
O=C(NCc1ccc2c(c1)OCO2)c1nnc(Cc2ccc(Cl)cc2)o1	1.0	/	-2.1%	9.0%	i	/	-0.3%	4.6%	-0.1%	1.6%	2.0	/
O=C(NCCCNC(=O)c1cccs1)c1cccs1	4.0	/	1.9%	3.2%	i	/	-3.6%	/	5.3%	-0.6%	6.0	/
CN(C(=O)Cn1c(=O)n(CCCCC(=O)NC2CCCC2)c(=O)c2ccccc21)C1CCCCC1	17.0	7.0	1.9%	10.7%	i	0.0	4.9%	8.9%	1.7%	-8.3%	3.0	1.0

Part of the list above, reduced to Bfl-1 displacement and HPDE-C7K KRASV12:
| Molecule | Bfl-1 displacement | HPDE-C7K KRASV12 |
| --- | --- | --- |
| CC(=O)N1CCc2cc(NS(=O)(=O)c3cccs3)ccc21 | 4.4% | 3.8% |
| CC(C)OC(=O)C(NC(=O)c1ccccc1)=C1CCCCC1 | -5.1% | 4.6% |
| CCOC(=O)C1CCCN(C(=O)c2cc3ncc(Br)cn3n2)C1 (stereo unspecified) | 0.4% | -13.1% |
| CCCC1(C(=O)OCC)NC(c2ccc(N(C)C)cc2)C2C(=O)N(c3ccc(F)cc3)C(=O)C21 (stereo unspecified) | -0.7% | 16.7% |

Five records drawn at random from the list so far:
SMILES	Spn PMK inh	Spn PMK inh pilot replicates	HT1080 cytotoxicity	TNAP inhibition	DPM-DC inhibit	DPM-DC inhibit pilot screen %	HPDE-C7 cytotoxicity	LYP phosphatase	Bfl-1 displacement	HPDE-C7K KRASV12	MK inhibit	MK inhibit pilot replicates
Cc1nc(N2CCOCC2)[nH]c(=O)c1CCC(C)C	5.0	1.5	-1.6%	0.9%	i	0.0	-19.2%	11.6%	7.3%	-13.3%	6.0	3.0
COC(=O)c1cn(CC(=O)NCc2ccco2)c2ccccc12	0.0	/	10.1%	9.4%	i	/	-13.6%	/	-1.2%	-3.1%	3.0	/
COc1ccc(OC)c(C2C(C#N)=C(N)Oc3c2c(C)nn3-c2ccc(C)cc2)c1 (stereo unspecified)	7.0	/	/	2.8%	i	/	-4.9%	7.0%	6.8%	4.2%	4.0	/
COc1ccc(CN(C(=O)c2cccs2)c2nccs2)cc1OC	16.0	0.5	-5.8%	10.6%	i	0.0	3.0%	-1.0%	-6.0%	8.2%	7.0	0.0
CC(C)CC(=O)Nc1ccc2oc(-c3ccncc3)nc2c1	16.0	/	0.3%	12.6%	/	/	4.5%	8.6%	0.5%	5.7%	6.0	/

Screening data (PubChem BioAssay)
